Screening results (PubChem BioAssay)
APP 5'UTR act: APP 5'UTR luciferase reporter activation. 1% of 190,000 active. AID 1276. activation, % at 2 µM. SH-SY5Y APP 5'UTR luciferase reporter, luminescence; zero percent = DMSO vehicle wells;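 active means activation above a set limit, based on mean plus 3 SD of controls, cut at about 140% in these data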; further: values of inactives mirror those of a sister screen read the other way
DTT redox prof: compounds producing H2O2 with reducing agent – biochemical, NIH compound library profiling, artefact control for MLSCN library redox annotation, primary screen. AID 878. 0.03% of 200,000 active. DTT-dependent redox cycling H2O2, phenol red/HRP absorbance; 100% = 100 µM peroxide control, 0% = buffer. activation, % at 10 µM;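 active means activation of at least 50% relative to the plate's high and low controls in the primary single-dose screen; inactive means activation below 50%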;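 further: compound incubated with DTT at 0.8 mM final as the reducing agent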
FLuc stim CS: firefly luciferase counter-screen for stimulation assays; P08659; AID 1027; ATPlite luciferase biochemical, luminescence, 10 min; 0 = ATP-free wells, 1 = DMSO control; activation factor at 10 µM; 200,000 tested, under 10 active;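 active means luciferase activation factor, scaled between plate controls, of at least 2 with compound at 10 µM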
Target sequence (P08659 whole entry, looked up): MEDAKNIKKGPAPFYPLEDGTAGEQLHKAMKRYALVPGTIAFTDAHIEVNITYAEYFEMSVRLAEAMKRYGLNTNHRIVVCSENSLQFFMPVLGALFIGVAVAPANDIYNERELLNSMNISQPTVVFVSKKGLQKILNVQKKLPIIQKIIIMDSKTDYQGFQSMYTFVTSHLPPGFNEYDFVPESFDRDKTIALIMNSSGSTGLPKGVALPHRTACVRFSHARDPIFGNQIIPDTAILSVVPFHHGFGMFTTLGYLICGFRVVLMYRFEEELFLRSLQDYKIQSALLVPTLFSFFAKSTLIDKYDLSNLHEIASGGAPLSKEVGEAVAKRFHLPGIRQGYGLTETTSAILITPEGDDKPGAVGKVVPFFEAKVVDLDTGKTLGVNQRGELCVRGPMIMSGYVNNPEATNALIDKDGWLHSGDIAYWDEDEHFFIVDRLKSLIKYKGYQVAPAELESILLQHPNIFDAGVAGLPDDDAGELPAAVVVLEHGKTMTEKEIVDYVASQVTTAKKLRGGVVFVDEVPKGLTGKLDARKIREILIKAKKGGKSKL
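System: cell-free luciferase reagent; medium: PBS as buffer for the ATP substrate; doses: test compounds dosed from 2 mM stocks in 100% DMSO; incubation: 10 min, room temperature; measured by: luminescence from luciferase reaction; read-out: luciferase activation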
FLuc inhib CS: inhibits firefly luciferase, flagging false hits in luciferase inhibition screens | ATPLite firefly luciferase biochemical luminescence, 10 min | 1.5% of 200,000 active | inhibition, % at 10 µM | AID 1006 | P08659;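 active means inhibition above about 50% when tested at 10 µM, limit read from the data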
APP 5UTR inh: APP translation inhibition. SH-SY5Y APP 5'UTR-luciferase reporter, luminescence. inhibition, % at 2 µM. 0.82% of 190,000 active. AID 1285;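 active means inhibition above a set limit, derived from the sample mean plus 3 SD, cut at about 45% in these data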; further: values of inactives mirror those of a sister screen read the other way
STAT1 activator: STAT1 signaling activation; NIH 3T3 STAT1-luciferase reporter, IFN-gamma, luminescence; 100% = IFN-gamma alone, no compound; activation (% of control), % at 5.5 µM; 2.6% of 200,000 active; AID 932;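 active means activation above the screen-wide mean activation plus 3 SD, cut at about 130% in these data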;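 further: raw ratio to IFN-gamma control signal so 100% means no change and 0% no light; values of inactives mirror those of a sister screen read the other way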
NF-kB expr up: raises NF-kB expression in human neuronal cells; fold change at 12.5 µM; NF-kB reporter expression; hits give high values; 1.6% of 190,000 active; AID 1239; in the data active means fold change above about 3.3
G6PDH CS: counter-screen for G6PDH assay hits: L. mesenteroides G6PDH inhibition | Purified L. mesenteroides G6PDH, diaphorase/resazurin coupled fluorescence, 45 min | inhibition, % at 5 µM | 0.12% of 200,000 active | AID 1020; in the data active means inhibition above about 50%
Hsp70 act: Hsp70 transcriptional activation, primary screen | HeLa Hsp70 promoter luciferase reporter, luminescence; scaled: vehicle 0, proteasome-inhibitor control 100% | activation, % at 10 µM | 0.04% of 200,000 active | AID 1203;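 active means activation above the mean across all tested compounds plus 3 SD, cutoff set per campaign, cut at about 5.5% in these data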;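 further: 100% = MG132 at 30 µM as the positive control and 0% = DMSO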
HMGR II inh: inhibitors of class II HMG-CoA reductase from Enterococcus faecalis | purified E. faecalis HMGR, NADPH absorbance 340 nm kinetic | inhibition, % at 10 µM | 0.41% of 190,000 active | AID 1066;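 active means inhibition above a set limit, the median over all tested compounds plus 3 SD, cut at about 9.5% in these data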;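 further: enzyme runs in reverse so mevalonate oxidation gives rising NADPH absorbance; 0% = complete reaction with DMSO and 100% = background rate lacking mevalonate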
Starred values were filed as active, the others as inactive; . = not tested or not shown.

SMILES	APP 5'UTR act	DTT redox prof	FLuc stim CS	FLuc inhib CS	APP 5UTR inh	STAT1 activator	NF-kB expr up	G6PDH CS	Hsp70 act	HMGR II inh
Cc1ccc2nc(C)c(C(=O)N/N=C/c3ccco3)cc2c1	1	-0.6	0.8	19	0	93	1.3	0	-0.5	2
CN(C)c1ccc(/C=C/C(=O)c2ccccc2O)cc1	137*	-1.2	0.3	66*	-137	115	3.5*	-2	0.1	2
O=[N+]([O-])c1cccc(C(=Nc2ccccc2)NO)c1	2	0.2	1	-4	-2	96	1	-3	-0.4	-11
Cc1cc(C)n(C(=O)CCC(=O)NCc2ccccc2)n1	0	-0.6	1.1	-7	0	98	0.93	5	-0.2	-4
CCN(C(=O)COC(=O)c1ccccc1Nc1cccc(C)c1C)C1CCS(=O)(=O)C1 (centres undefined)	4	-1.0	1	-2	-4	104	0.82	12	0.1	-7
Cc1ccc(S(=O)(=O)NCC(=O)OCC(=O)Nc2ccccc2OC(F)F)cc1	-11	0.3	1.1	-8	11	106	0.96	-8	-0.1	-5
Cc1ccc(-n2nc3c(N4CCN(c5ccccc5)CC4)nnc(C)c3c2C)cc1	-1	8.6	.	.	1	97	.	.	-0.1	.
O=C(Nc1cccc(C(F)(F)F)c1)C(Sc1cccc[n+]1[O-])c1ccccc1 (centres undefined)	1	-0.1	1	-4	-1	95	1.2	5	-0.2	-3
CC(=O)Oc1ccc2c(=O)c(-c3ccccc3)coc2c1	69	-1.4	0.5	50	-69	131*	2.5	1	-0.2	3
O=C(c1cccs1)N1CCOCC1	0	0.0	1.1	-5	0	98	1	8	0.1	-6
O=C(NCc1cccc(Cl)c1)c1cnccn1	-8	1.3	1	-3	8	99	1.4	-1	0.0	-2
COc1ccc(C2C=C(c3ccc(Br)cc3)Nc3nc(N4C(=O)CCC4=O)nn32)cc1 (centres undefined)	4	2.7	1.1	-6	-4	102	1.3	8	-0.4	-8
C=CCn1c(O)c(CN2CCCCC2)c(C)c(C#N)c1=O	30	-1.0	1	-1	-30	89	0.95	11	0.1	0
COCCn1nnnc1C(c1ccc(C)cc1)N1CCN(Cc2ccc3c(c2)OCO3)CC1 (centres undefined)	-9	-2.3	1.1	-11	9	112	1.1	4	-0.1	1
C#CCOC(=O)CCCC(=O)NCCCCCCCC	-4	-10	1.1	-5	4	94	1	2	-0.2	-4
COC(=O)Cn1c(=O)n(CCc2ccccc2)c(=O)c2c3c(sc21)CCCC3	0	0.2	1	-3	0	100	0.77	2	-0.5	-8
Cc1nc(N)[nH]c(=O)c1CCC(=O)OCC(C)C	-2	1.3	1.1	-10	2	99	1.4	-7	-0.7	-1
CCCn1nc(Oc2nc(NCC)nc(NC(C)C)n2)ccc1=O	13	1.7	1	-4	-13	83	1.9	5	0.0	0
CCCc1nn(C)c(C(=O)Nc2ccc(Cl)cc2)c1Cl	5	0.3	1	-4	-5	104	1.4	7	-0.4	1
C/C(=N\NC(=O)C(c1ccncc1)N1CCOCC1)c1ccc(Br)cc1 (centres undefined)	7	-0.1	1	-2	-7	102	0.88	4	-0.2	-2
COc1ccc(NC(=O)c2cccnc2SC)cc1OC	24	-0.3	1	-3	-24	102	1.2	2	0.2	2
CCOC(=O)CC(=O)CSc1nnc(Cn2c(=O)sc3ccccc32)n1C	-1	-0.2	1.1	-8	1	99	1	3	-0.3	-7
CC1CCN(CCCNC(=O)c2cn(C)c3ccc(S(=O)(=O)N4CCCC4)cc3c2=O)CC1	13	-1.4	1	-3	-13	98	1	22	-0.2	-5
CCn1c(OC)nc2c1c(=O)n(C)c(=O)n2C	7	-0.5	1	-2	-7	103	1.1	20	-0.3	-5
CCOC(=O)c1cnn2c1[nH]c(=O)c1ccccc12	-3	-0.2	1	-3	3	102	1.6	2	-0.1	-1
COC(=O)c1[nH]c2ccc(C)cc2c1NC(=O)CCN1CCN(C2CCCCC2)CC1	-5	1.3	1.1	-9	5	97	0.91	0	-0.2	3
Cc1ccc(S(=O)(=O)N2CCN=C2SCc2ccccc2)cc1	-5	-0.9	1	2	5	99	1	6	0.3	-1
COCCNC(=O)C(=O)NNC(=O)c1ccccc1OC	8	-0.1	0.9	5	-8	99	1.2	23	-0.1	-3
Cc1cc(C)cc(NC(=O)C(Sc2ncnc3ccccc23)c2ccccc2)c1 (centres undefined)	25	-0.2	1	-4	-25	100	1.1	4	-0.3	-1
CCN(CC)S(=O)(=O)c1ccc(N2CCOCC2)c(NC(=O)c2ccc(F)cc2)c1	45	-0.8	1	-4	-46	101	0.86	4	-0.1	-7
CC(C)Cn1c(N)c(C(=O)COC(=O)c2ccc3c(c2)OCCO3)c(=O)n(C)c1=O	2	2.2	1	-5	-2	87	0.63	-15	-0.1	-3
CCOc1ccc(CCNC(=O)C2CCCN(C(=O)N(C)C)C2)cc1OCC (centres undefined)	-16	1.2	1	-2	16	93	0.92	6	0.1	7
COc1ccc(-n2c3c(c(=O)[nH]c2=O)C(C(F)(F)F)(C(F)(F)F)N=C(CC(C)C)N3)cc1	5	-4.4	1.1	-6	-5	102	0.83	4	0.6	-1
O=C(NNC(=O)c1sc2cccc(Cl)c2c1Cl)NC1CCCCC1	14	-6.4	1	-2	-14	100	1.4	2	-0.2	-7
O=C(CN1CCC(NC(=O)Nc2ccccc2-c2ccccc2)CC1)NCc1ccco1	23	0.0	1.1	-10	1	87	0.93	-16	0.1	0
Cc1cc(-c2ccccc2)nc(SCC(=O)N2CCCC2)n1	4	0.2	1.1	-7	-4	90	1.1	-6	0.1	-17
Cn1cnnc1Sc1ccc(CN2CCN(C3CCCC3)C(CCO)C2)o1 (centres undefined)	-7	-1.4	1	-3	7	104	1.1	13	-0.1	-2
N=c1c(C(=O)NCc2ccc3c(c2)OCO3)cc2c(=O)n3ccccc3nc2n1Cc1cccnc1	6	-0.1	1.1	-9	-6	100	0.72	-75	-0.5	-1
Cc1cc(Br)ccc1SCC(=O)OCC(=O)N1CCN(C(=O)c2ccco2)CC1	-8	1.1	1	4	8	107	1.1	7	-0.3	0
O=S1(=O)CC2N=C(N(Cc3c(F)cccc3Cl)c3ccccc3F)SC2C1 (centres undefined)	0	-0.2	1.1	-8	0	98	1.2	12	-0.1	-5
CCOC(=O)c1nn(-c2ccc(OCC)cc2)c2nc(-c3cccc(OC)c3)c(C#N)c(=O)n12	-5	-0.3	1	0	5	96	1.1	-11	-0.2	2
COc1ccc(NC(=O)C23CC4CC(C2)CC(c2ccccc2)(C4)C3)c(OC)c1	-6	1.4	1.1	-6	6	104	0.86	-12	-0.4	3
COCCCn1c(SCc2nnc(-c3ccccc3)o2)nc2sc3c(c2c1=O)CCC3	-16	0.8	1.1	-8	16	100	1.2	7	-0.1	2
Cc1cc(N=Cc2c(O)n(-c3cccc(C(F)(F)F)c3)c(=O)c3ccccc23)no1	5	-0.3	1	1	-5	95	1.1	-3	-0.1	-3
Oc1ccccc1-c1cc(C(F)(F)C(F)F)[nH]n1	26	3.8	1	-4	-26	100	1.5	-3	-0.1	-1
CCc1cccc2c(C(=O)CSc3nncn3-c3ccc(OC)cc3)c[nH]c12	20	0.5	1	-3	-20	106	1.2	-2	-0.2	2
O=S(=O)(c1ccc(NC(=S)NC2CC2)cc1)N1CCOCC1	0	-1.4	1	1	0	101	1.1	14	-0.2	0
COc1ccc(CNC(=O)C2CCN(S(C)(=O)=O)CC2)c(OC)c1	-1	0.1	1.1	-6	1	101	1	-2	-0.2	-1
CCN(CC)C(=O)CSc1nc2c(sc(=S)n2-c2ccccc2)c(=O)n1Cc1ccco1	13	0.8	1	-3	-13	104	0.61	-2	-0.2	-4
Cc1ccc(S(=O)(=O)NC(CCc2ccccc2)CC(=O)C(C)(C)C)cc1 (centres undefined)	18	0.0	1	-5	-18	94	0.9	6	-0.1	6
O=C(CC1CCCCC1)NCCCN1CCOCC1	10	2.8	1	-1	-10	106	1.3	6	-0.3	-7
COc1cc(OC)c(NC(=O)c2ccc(F)cc2)cc1Cl	17	-1.7	1	-2	-17	98	2	10	-0.2	-11
CC(C)(C)c1cc(C(=O)O)nn1-c1ccccc1	-18	2.1	1	3	18	106	1.2	17	-0.1	0
CCOCCCNC(=O)C1CCN(C(=O)N(C)C)CC1	0	0.2	1.1	-8	0	105	1.3	20	-0.5	-5
Cc1ccccc1NC(NC(=O)c1cccs1)C(Cl)(Cl)Cl (centres undefined)	-12	-4.2	1	-4	12	92	0.87	-2	-0.4	-2
Cc1ccc(C(=O)N2CCc3ccccc32)cc1	23	0.3	0.9	12	-23	115	1.5	-1	-0.3	3
Cc1ccc(C)c(S(=O)(=O)NCc2ccc(C(=O)N3CCC(Cc4ccccc4)CC3)cc2)c1	-2	0.7	1	-4	2	98	0.7	1	0.8	-3
COC(=O)C1[C@H]2C(=O)N(Cc3cccs3)C[C@]23C=C[C@H]1O3 (some centres undefined)	11	-0.2	1	-3	-11	95	1	4	0.1	-2
CCOC(=O)C1C(C(=O)Nc2cccc(C(F)(F)F)c2)C1C(=O)NC(C)C (centres undefined)	17	-1.3	1	-2	-17	99	1.3	1	-0.1	-12
Cc1ccccc1OCCNC(=O)/C=C/c1ccc([N+](=O)[O-])cc1	.	-0.5	1	-3	.	97	0.9	-8	-0.4	-1

Complete entries, looked up by structure.
CCc1cccc2c(C(=O)CSc3nncn3-c3ccc(OC)cc3)c[nH]c12 is entered as APP 5'UTR act = 20; DTT redox prof = 0.5; FLuc stim CS = 1; FLuc inhib CS = -3; APP 5UTR inh = -20; STAT1 activator = 106; NF-kB expr up = 1.2; G6PDH CS = -2; Hsp70 act = -0.2; HMGR II inh = 2
Cc1ccccc1NC(NC(=O)c1cccs1)C(Cl)(Cl)Cl (centres undefined) is entered as APP 5'UTR act = -12; DTT redox prof = -4.2; FLuc stim CS = 1; FLuc inhib CS = -4; APP 5UTR inh = 12; STAT1 activator = 92; NF-kB expr up = 0.87; G6PDH CS = -2; Hsp70 act = -0.4; HMGR II inh = -2

Further results
SMILES	APP 5'UTR act	DTT redox prof	FLuc stim CS	FLuc inhib CS	APP 5UTR inh	STAT1 activator	NF-kB expr up	G6PDH CS	Hsp70 act	HMGR II inh
Cn1ccnc1Sc1ccc(/C=N/NC(=O)c2ccccc2[N+](=O)[O-])cc1[N+](=O)[O-]	9	14	1.1	-7	-9	103	0.94	-4	0.1	-5
Cc1nn(Cc2ccc(Cl)c(Cl)c2)c(C)c1NC(=O)c1cc(C2CC2)on1	23	-0.8	1	-5	-23	88	0.75	12	-0.1	-3
CCCn1c(N)c(CC)c(=O)[nH]c1=O	-12	-1.7	1.1	-8	12	106	1.1	13	0.1	0
COc1ccc(C2=NN(CN3C(=O)C(=O)c4ccccc43)C(c3ccc(Br)cc3)C2)cc1 (centres undefined)	33	1.0	1.1	-6	-33	120	1.1	2	0.6	-1
O=C(COC(=O)Cc1ccccc1F)Nc1ccc(SC(F)F)cc1	9	-0.1	0.9	8	-9	104	1.1	10	-0.3	0
O=C1CC(NCc2ccncc2)C(=O)N1c1ccccc1 (centres undefined)	4	2.7	1	-1	-4	97	1.1	8	0.0	-1
O=c1[nH]ncc(N2CCN(C(c3ccccc3)c3ccccc3)CC2)c1Cl	-6	0.2	1.1	-6	6	102	1	12	0.1	2
C=CCOc1nc2c(c(=O)n(Cc3ccc(Cl)c(Cl)c3)c(=O)n2C)n1C	24	1.1	.	.	-24	107	.	.	0.2	.
CCOc1ccccc1NC(=O)NC1CCN(CC(=O)Nc2ccc3c(c2)OCCO3)CC1	0	0.4	1	-4	0	89	1.1	1	-0.2	-2
